proCasp7 act = procaspase-7 activators, primary screen, counter-screen for procaspase-3 activator project, biochemical, absorbance, HTS, human | recombinant procaspase-7, Ac-DEVD-pNA absorbance 405 nm; D23A/D198A/D206A triple mutant, cannot self-cleave; scale: DMSO 0, 5 µM enzyme 100 | activation, % at 8.5 µM | 330,000 tested, 0.093% active;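 active means percent activation above the screen-wide mean plus 3 SD, cut at about 25% in these data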
Target sequence (P55210 whole entry D23A/D198A/D206A): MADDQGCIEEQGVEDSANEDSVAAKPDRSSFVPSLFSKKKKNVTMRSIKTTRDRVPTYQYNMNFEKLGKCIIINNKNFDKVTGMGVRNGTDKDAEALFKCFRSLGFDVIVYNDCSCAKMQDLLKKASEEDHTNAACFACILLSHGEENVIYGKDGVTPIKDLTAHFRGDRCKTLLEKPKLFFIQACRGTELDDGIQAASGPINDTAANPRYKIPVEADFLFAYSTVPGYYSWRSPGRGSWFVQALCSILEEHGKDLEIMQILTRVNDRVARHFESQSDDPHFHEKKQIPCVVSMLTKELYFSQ
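Assay system: Uncleavable procaspase-7 mutant enzyme | Input: 2 µM procaspase-7 mutant as dispensed | Timing: 1 h compound preincubation, 2 h substrate cleavage, 25 °C | Repeats: One well per compound | Control set: DMSO wells as 0%, DMSO with 5 µM added PC-7 as 100% | Technique: Epi-absorbance of released pNA at 405 nm, two timepoints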
PP5 primary = PP5 phosphatase inhibitors, primary screen, biochemical, fluorescence | Serine/threonine-protein phosphatase 5 (Homo sapiens), P53041 | purified PP5c, OMFP substrate fluorescence | inhibition, % at 6.7 µM | 320,000 tested, 0.18% active | AID 1987, 2009;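 active means inhibition above the campaign's mean inhibition across all tested compounds plus 3 SD, cut at about 9.5% in these data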;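 further: 0% = DMSO only and 100% = 100 µM cantharidin control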
Target sequence (P53041 whole entry, looked up): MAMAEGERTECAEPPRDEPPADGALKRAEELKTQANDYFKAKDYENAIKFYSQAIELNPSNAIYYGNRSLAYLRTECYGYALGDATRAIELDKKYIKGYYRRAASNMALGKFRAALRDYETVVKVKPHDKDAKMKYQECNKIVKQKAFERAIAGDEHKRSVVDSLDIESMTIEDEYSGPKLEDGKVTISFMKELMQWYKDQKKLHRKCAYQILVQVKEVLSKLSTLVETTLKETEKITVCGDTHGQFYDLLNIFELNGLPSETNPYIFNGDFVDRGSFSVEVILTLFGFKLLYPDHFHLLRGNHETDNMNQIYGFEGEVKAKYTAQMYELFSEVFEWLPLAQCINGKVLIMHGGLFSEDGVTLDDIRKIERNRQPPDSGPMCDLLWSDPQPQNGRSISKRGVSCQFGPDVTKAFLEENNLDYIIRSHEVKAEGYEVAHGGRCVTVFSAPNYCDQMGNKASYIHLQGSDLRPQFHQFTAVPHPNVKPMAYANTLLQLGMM
CTSL1 counter = Fasciola hepatica cathepsin L1 inhibitors, primary screen, counter-screen for PFM18AAP inhibitor project, biochemical, QFRET, fluorogenic peptide substrate; inhibition, % at 5.96 µM; 300,000 tested, 0.49% active; recombinant F. hepatica cathepsin L1, Z-Leu-Arg-MCA fluorescence; AID 1906, 2009;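 active means inhibition above the mean of all tested compounds plus 3 SD, set per screening campaign, cut at about 17% in these data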;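 further: 0% = plate median of test compound wells and 100% = 1 µM Z-Phe-Ala-diazomethylketone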
AHR activator = AHR activators, primary screen, cell-based, luminescence, luciferase reporter, human | AHR-responsive luciferase reporter cells | AID 2796, 2010 | Aryl hydrocarbon receptor (Homo sapiens), P35869 | activation, % at 5 µM | 320,000 tested, 2.5% active; in the data active means activation above about 47%;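 further: 0% = vehicle wells and 100% = reference agonist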
HCV core dimer = inhibitors of HCV core protein dimerization, primary screen, biochemical, TR-FRET, high-throughput. TR-FRET GST/Flag-core106 dimerization, 1536-well. inhibition, % at 5 µM. 300,000 tested, 0.33% active;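 active means inhibition above the mean of all tested compounds plus 3 SD, set per screening campaign, cut at about 45% in these data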
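Assay system: Tagged HCV core106 pair (GST and Flag) | Buffer or medium: KF-containing HEPES buffer, pH 7.45, DTT, CHAPS, BSA | Also added: Eu donor and XL665 acceptor anti-tag antibodies | Dosing: One concentration, 5 µM, in 0.5% DMSO | Timing: 4 h at 22.5 °C | Technique: TR-FRET 671 and 617 nm emission | Repeats: Singlicate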
TPT1 inhibitor = Candida albicans TPT1 enzyme inhibitors, primary screen, biochemical, fluorescence polarization; recombinant caTPT1, FP RNA substrate dephosphorylation; inhibition, % at 5 µM; 300,000 tested, 0.81% active;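 active means inhibition above the mean of all tested compounds plus 3 SD, set per screening campaign, cut at about 24% in these data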;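 further: plate controls were DMSO alone for no effect and ferristatin control at 100 nM for full effect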
PP1 inh = PP1-alpha phosphatase inhibitors, primary screen, counter-screen for PP5 inhibitor project, biochemical, fluorescence, OMFP substrate, single point | Serine/threonine-protein phosphatase PP1-alpha catalytic subunit (Homo sapiens), P62136 | purified PP1alpha | inhibition, % at 6.7 µM | 320,000 tested, 0.9% active;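 active means inhibition above the mean inhibition of all tested compounds plus 3 SD, computed separately for each screening campaign, cut at about 15% in these data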
proCasp3 act = activators of human procaspase-3 D3A mutant, primary screen, biochemical, absorbance, PC-3 D3A mutant, single concentration; recombinant procaspase-3 D3A, Ac-DEVD-pNA absorbance 405 nm; 330,000 tested, 0.11% active; activation, % at 8.5 µM; Caspase-3 (Homo sapiens), P42574; AID 463141, 2010;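 active means activation above the mean of all tested compounds plus 3 SD, cut at about 21% in these data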;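 further: 0% = DMSO alone and 100% = DMSO wells spiked with extra 5 µM PC-3 D3A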
Target sequence (P42574 whole entry D9A/D28A/D175A): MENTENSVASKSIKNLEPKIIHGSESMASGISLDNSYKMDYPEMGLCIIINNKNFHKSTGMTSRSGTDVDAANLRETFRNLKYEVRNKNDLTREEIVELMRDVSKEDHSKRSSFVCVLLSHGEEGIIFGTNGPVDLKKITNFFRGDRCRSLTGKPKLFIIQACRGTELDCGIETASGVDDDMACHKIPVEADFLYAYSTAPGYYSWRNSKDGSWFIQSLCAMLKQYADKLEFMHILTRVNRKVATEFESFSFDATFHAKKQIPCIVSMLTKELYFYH
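Assay system: Autoprocessing-dead procaspase-3 D3A mutant enzyme; also added: Ac-DEVD-pNA; doses: one concentration, 8.5 µM nominal, 0.8% DMSO; times: 1 h compound preincubation, 2 h substrate hydrolysis at 25 °C; technique: 405 nm absorbance of p-nitroaniline, reads at 0 and 120 min; measure: % activation between DMSO and enzyme-spiked controls; repeats: single replicate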
PAFAH2 inh = PAFAH2 enzyme inhibitors, primary screen, biochemical, fluorescence polarization, human; 340,000 tested, 0.99% active; inhibition, % at 3.39 µM; Platelet-activating factor acetylhydrolase 2, cytoplasmic (Homo sapiens), Q99487; recombinant PAFAH2, FP-rhodamine activity probe;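 active means inhibition above the mean over all tested compounds plus 3 SD, cut at about 30% in these data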;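 further: inhibitors block probe labeling of enzyme so polarization drops; 0% = enzyme with DMSO and 100% = wells lacking PAFAH2 protein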
Numbers without * were called inactive; . = no result given. Not a hit list. Share with any hit: about 5.6%.

SMILES | proCasp7 act | PP5 primary | CTSL1 counter | AHR activator | HCV core dimer | TPT1 inhibitor | PP1 inh | proCasp3 act | PAFAH2 inh
COc1cccc(C2NC(=O)CCC2[N+](=O)[O-])c1 (configuration not stated) | 8 | -1.8 | 1 | 0 | 1 | 2 | 2 | -2 | 2
OCC[C@H]1C[C@H](O)[C@@H](O)[C@]2(Cc3ccccc3O2)O1 | -6 | 0.1 | 0 | 1 | -19 | -6 | 4 | 5 | -8
CCN(CC(=O)Nc1cc(Cl)ccc1C)C(=O)c1ccc(=O)n(Cc2ccccc2)n1 | 8 | 2.3 | 1 | 14 | -14 | -4 | 0 | 2 | 11
COc1ccc(/C=C2/N=C3CCCCCN3C2=O)cc1OC | -9 | 3.7 | 2 | 15 | -11 | 1 | 2 | 0 | -1
Cc1cccc(N2CCN(c3ccc(NC(=O)/C=C\C(=O)O)cc3)CC2)c1 | -2 | 0.7 | 4 | 0 | -2 | -7 | 6 | 7 | 6
COc1ccc(C(=O)NNC(=O)CN(C)S(=O)(=O)c2ccc(Cl)cc2)c(OC)c1OC | 6 | -2.4 | -3 | 4 | -3 | -1 | 2 | 8 | 1
Cn1cnc2c1c(=O)n(CC(O)CO)c(=O)n2C (configuration not stated) | -6 | -0.2 | 1 | 0 | -3 | 0 | -2 | -1 | -6
O=C(/C=C/c1ccccc1)N1CCN(CC(O)COc2ccccc2)CC1 (configuration not stated) | 11 | -0.6 | -1 | 0 | -8 | 0 | -2 | -5 | -4
O=C(C(Cc1ccccc1)NS(=O)(=O)c1cccc2cccnc12)N1CCc2ccccc21 (configuration not stated) | 2 | 2.3 | -1 | 6 | 6 | -4 | -2 | 11 | 14
COc1cc(NC(=O)CSc2ccc3c(c2)OCCO3)cc(OC)c1OC | 7 | 1.3 | 1 | -2 | 1 | -2 | -2 | -2 | -2
Cc1cc(C)n(-c2ccc(C(=O)Nc3cccnc3)cc2)n1 | 1 | -0.6 | 0 | 0 | 0 | 0 | 3 | 5 | -3
Cc1nc(C(F)(F)F)ccc1C(=O)Nc1ccc(C(F)(F)F)cn1 | -6 | 0.5 | 2 | -6 | -3 | 5 | -1 | -7 | -2
COc1cc(Br)c(C(C)NC(=O)c2cccc(Br)c2)cc1OC (configuration not stated) | -9 | 0.4 | -3 | 3 | -3 | 2 | -5 | -7 | -7
CC1CCN(c2ccccc2N)CC1 | 0 | 0.2 | -2 | 0 | 0 | -1 | -1 | 4 | 0
Cc1cc(C(F)F)n2ncc(C(=O)O)c2n1 | 10 | 1.1 | 2 | 0 | 0 | 1 | -2 | 1 | -3
COC(=O)C(C(=O)OC)N1C(=O)CCC1=O | 5 | 1.1 | -1 | -1 | -4 | -1 | 0 | -7 | -4
CCOC(=O)c1c(NC(=O)COC(=O)c2ccc([N+](=O)[O-])cc2)sc(C(=O)N(C)C)c1C | -6 | 0.8 | 3 | 0 | 6 | -1 | -2 | -3 | -1
COc1ccc(N2CCN(C(=O)CC(C)S(=O)(=O)c3ccc4c(c3)NC(=O)CO4)CC2)cc1 (configuration not stated) | -7 | 1.7 | -2 | 0 | -3 | 0 | -1 | -3 | 7
S=C(Nc1ccccc1)Nc1cccc(Br)c1 | -10 | 1.6 | 7 | 0 | 0 | 1 | 1 | 0 | -11
Cc1nc(SCC(=O)NCc2ccccc2)c2oc3ccccc3c2n1 | 1 | -2.3 | 5 | 12 | -3 | 2 | -4 | -5 | 6
Cn1c(CNC(=O)CCNC(=O)c2ccc(Br)cc2)cc(=O)n(C)c1=O | -2 | -1.9 | 3 | 0 | 2 | -2 | -5 | -2 | -4
COc1ccc(C2C(C(=O)c3ccc(C)o3)=C(O)C(=O)N2Cc2cccnc2)cc1 (configuration not stated) | -68 | 1.3 | 2 | -1 | 0 | 2 | -1 | -19 | 4
CN1CCN(C(=O)c2ccc3c(c2)N(Cc2ccc(Cl)cc2)C(=O)c2ccccc2S3=O)CC1 (configuration not stated) | 8 | -1.8 | 1 | 1 | 1 | -3 | -1 | 7 | -3
Cc1c(OC(C)C(=O)NCc2cccnc2)ccc2c3c(c(=O)oc12)CCCC3 (configuration not stated) | 10 | -1.5 | -2 | 1 | 2 | -3 | -3 | 5 | 4
Nc1nonc1-n1nnc(C(=O)N/N=C/c2ccc(OCc3cccc(Cl)c3)cc2)c1CN1CCCCC1 | -2 | 2.1 | -3 | 1 | 20 | 3 | 1 | -1 | -20
COc1cc(CC(=O)OCC(=O)c2ccc3c(c2)OCCO3)cc(OC)c1OC | -1 | 1.6 | 0 | 12 | -4 | -1 | -1 | 1 | -3
CN(c1ccc(C(=O)NCCSCc2c(F)cccc2Cl)cc1)S(C)(=O)=O | -1 | -0.2 | 4 | 1 | -1 | -3 | 4 | 3 | 8
COc1ccc2nc(N(Cc3ccccc3)C(=O)CCNC(C)=O)sc2c1 | 2 | 4.4 | 1 | -6 | -16 | 1 | 1 | 2 | -9
CC(=O)OC1=Cc2c(ccc3ccc(=O)oc23)OC1(C)C | 7 | 2.5 | -8 | -5 | 7 | 2 | -2 | 0 | 1
COc1ccc(OC)c(/C=N/NC(=O)c2c(C)nc3ccc(C)cn23)c1 | -9 | -0.5 | 11 | 6 | -1 | 7 | 1 | 3 | -5
CCC(C)OC(=O)c1[nH]c2c(c1C)C(=O)CC(c1ccc(N(C)C)cc1)C2 (configuration not stated) | 2 | 3.8 | -1 | 82* | 8 | 0 | 6 | 4 | 5
COc1ccc(C(=O)Nc2ccc(NC(=O)c3cnccn3)cn2)cc1 | 2 | 0.5 | -2 | 1 | -5 | -4 | 0 | -1 | -9
COc1ccc(N(C)S(=O)(=O)c2ccc3c(c2)NC(=O)CO3)c(OC)c1 | 2 | 3.3 | -1 | 2 | 0 | 1 | -1 | -3 | -8
O=C(CSc1ccccn1)Nc1ccc(Cl)cn1 | 17 | 5.0 | -4 | -2 | 0 | -2 | -1 | 5 | 2
O=C(COC(=O)COc1ccc2ccccc2c1)NCC(F)(F)F | 3 | -1.4 | -12 | 2 | 11 | 0 | 0 | -1 | -5
COc1ccc(NC(=O)c2csc(C)c2)cc1OC | 13 | -1.4 | 6 | 33 | 4 | -4 | -3 | -4 | -2
O=C(CC1C(=O)NCCN1Cc1ccccc1C(F)(F)F)NC1CCCC1 (configuration not stated) | -5 | -0.3 | 1 | 1 | -1 | -5 | 0 | 3 | -1
CNS(=O)(=O)c1cccc(C(=O)OCC(=O)c2cc(C)n(-c3ccc4c(c3)OCO4)c2C)c1 | -16 | 5.9 | 0 | 1 | 19 | 1 | 3 | -18 | 3
Cc1cc(C)nc(N(C#N)Cc2cccc(Cl)c2)n1 | 16 | -0.2 | 1 | 5 | 3 | -2 | -4 | 7 | -3
CC(NC(=O)C1CCCN1S(=O)(=O)c1cccc2cccnc12)c1ccccc1 (configuration not stated) | 7 | -1.5 | -1 | 1 | 1 | 0 | -7 | 10 | 3
CC1(C)Cc2c(sc3nc(C4CCCCC4)n(N)c(=O)c23)CO1 | 5 | 0.7 | 2 | 2 | 4 | 1 | -5 | 8 | 9
Cc1cc(C)cc(C(=O)Nc2cccnc2)c1 | 15 | -1.0 | -1 | 45 | 2 | -1 | -3 | 0 | -6
CCCCC(CC)CNC(=O)c1[nH]c(C)c(C(C)=O)c1C (configuration not stated) | -1 | 1.1 | -14 | 27 | -7 | 4 | -5 | -2 | 14
CC(C)C(=O)Nc1ccc(Br)cc1Cl | 9 | 1.4 | 1 | -2 | -3 | 0 | 1 | 4 | -3
Cc1ccc(NC(=O)c2ccco2)cc1NC(=O)CSc1nnc(-c2cccs2)n1C | 2 | 0.3 | 2 | 4 | 11 | 0 | -1 | -10 | -8
C=CC[C@@H](CC(=O)N(CCO)Cc1ccccc1)C(=O)N[C@H](COC(=O)[C@@H](CC=C)Cc1ccc(F)cc1)C(C)(C)C | 7 | . | . | 2 | . | . | . | -8 | 5
CCCCN(CCCC)CCNC(=O)CN1C(=O)CSc2ccc(S(=O)(=O)N3CCOCC3)cc21 | -1 | -0.2 | -6 | 3 | -2 | -1 | 0 | 0 | -4
O=C(OC(C(=O)NCc1ccc2c(c1)OCO2)c1ccccc1F)c1ccco1 (configuration not stated) | 2 | 2.0 | -54 | 1 | 1 | 3 | 1 | 1 | -2
CCCN1C2CCCC1CC(NC(=S)Nc1cc(C)ccc1C)C2 (configuration not stated) | 9 | 3.5 | -3 | 4 | 6 | 0 | 3 | 2 | 5
CC(C)[C@H](NC(=O)N1c2ccccc2NC(=O)[C@@H]1C(C)C)C(=O)N1CCC[C@H]1C(=O)O | -3 | 3.3 | -3 | 0 | -4 | 2 | 3 | 6 | 0
C=CCn1c(C(C)NC(=O)CC)nc2ccccc21 (configuration not stated) | 4 | 2.6 | -5 | 0 | -7 | -1 | -10 | -3 | 2
Cn1c(=O)c2c(-c3ccccc3F)c3c(nc2n(C)c1=O)-c1ccccc1C3O (configuration not stated) | -3 | 0.6 | 0 | 5 | -25 | 2 | -2 | 9 | -2
O=C(O)c1ccccc1Oc1ccc(Oc2ccccc2)cc1 | 0 | -0.9 | -2 | 5 | 9 | 0 | -2 | -4 | 1
COc1ccc([C@H]2/C=C\CN(S(=O)(=O)/C=C/c3ccccc3)[C@@H](C)C(=O)N2Cc2ccc(F)cc2)cc1 | 3 | 4.3 | 1 | 5 | 16 | 1 | 7 | 4 | -11
COC(=O)c1sc(S(=O)(=O)N2CCC(C)CC2)c(C(=O)OC)c1C | 2 | 3.2 | 3 | -1 | -2 | -4 | 3 | -2 | -5

Shown as a hit in AHR activator (from the list above):
SMILES	PP5 primary	AHR activator	HCV core dimer	TPT1 inhibitor	proCasp3 act	PAFAH2 inh
CCC(C)OC(=O)c1[nH]c2c(c1C)C(=O)CC(c1ccc(N(C)C)cc1)C2 (configuration not stated)	3.8	82*	8	0	4	5

Single records (already shown). Values in the order: proCasp7 act, PP5 primary, CTSL1 counter, AHR activator, HCV core dimer, TPT1 inhibitor, PP1 inh, proCasp3 act, PAFAH2 inh
`CCCN1C2CCCC1CC(NC(=S)Nc1cc(C)ccc1C)C2` (configuration not stated) reads 9, 3.5, -3, 4, 6, 0, 3, 2, 5
`Cn1c(=O)c2c(-c3ccccc3F)c3c(nc2n(C)c1=O)-c1ccccc1C3O` (configuration not stated) reads -3, 0.6, 0, 5, -25, 2, -2, 9, -2

Assay outcomes deposited in PubChem by The Scripps Research Institute Molecular Screening Center.
